NTMT1 inh – NTMT1 methyltransferase inhibition; Potency, µM (highest dose often 114 µM), for the others: at the highest dose activity change, negative = inhibition, most hits filed as inhibitors; 59,000 compounds, 2.5% hits; NTMT1 MTase-Glo SAH luminescence, purified enzyme; Q9BV86;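 further: plate controls were DMSO vehicle for no effect and no enzyme for full effect; nearly all actives have a fitted effect of over 65% in size; many of its hits are not listed in these tables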
Target sequence (Q9BV86 whole entry, looked up): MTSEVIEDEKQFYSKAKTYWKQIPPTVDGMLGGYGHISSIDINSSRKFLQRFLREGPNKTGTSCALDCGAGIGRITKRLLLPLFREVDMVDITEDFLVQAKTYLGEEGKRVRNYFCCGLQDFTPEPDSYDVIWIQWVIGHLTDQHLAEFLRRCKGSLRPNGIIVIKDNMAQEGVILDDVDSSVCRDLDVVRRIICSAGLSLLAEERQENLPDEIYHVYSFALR
FH mod – Identification of activators of human fumarate hydratase by quantitative high-throughput screening. 54,000 compounds, 0.22% hits. FH coupled MDH/diaphorase resazurin fluorescence, 15 min. Fumarate hydratase, mitochondrial (Homo sapiens), P07954. Potency, µM (top dose mostly 79.9 µM), without a hit: at the highest dose activity change, negative = inhibition, actives largely listed as inhibitors; further: the screen sought activators but most active calls are inhibition curves; nearly all actives have a fitted effect of over 45% in size
Target sequence (P07954 whole entry, looked up): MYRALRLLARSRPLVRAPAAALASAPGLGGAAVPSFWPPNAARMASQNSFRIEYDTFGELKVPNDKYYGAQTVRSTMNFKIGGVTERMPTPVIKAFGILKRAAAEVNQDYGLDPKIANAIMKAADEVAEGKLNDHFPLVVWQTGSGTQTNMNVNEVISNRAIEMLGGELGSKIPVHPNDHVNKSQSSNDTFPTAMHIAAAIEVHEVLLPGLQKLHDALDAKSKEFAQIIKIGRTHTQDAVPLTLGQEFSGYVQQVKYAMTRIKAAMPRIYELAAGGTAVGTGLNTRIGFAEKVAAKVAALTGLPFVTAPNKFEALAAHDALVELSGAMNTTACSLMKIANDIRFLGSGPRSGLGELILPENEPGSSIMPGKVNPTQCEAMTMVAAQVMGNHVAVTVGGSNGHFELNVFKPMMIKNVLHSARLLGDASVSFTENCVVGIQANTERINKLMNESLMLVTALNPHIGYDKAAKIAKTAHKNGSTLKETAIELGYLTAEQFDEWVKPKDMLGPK
An asterisk follows results filed as active; ? = inconclusive; & = joins results of further samples; [ ] = dose if it differs, or a comment. The call rests on the fitted dose curve; in most records, active means well fitted curve in the direction sought with a large enough effect; inconclusive means small, poorly fitted or top-dose-only effect, or another doubt; inactive means no such curve, though single readings can be large; an effect the other way counts as inactive or inconclusive. Unless noted, on the % scale 0 is the no-effect control and ±100 the full control effect; potency means the concentration at half of the fitted maximal effect. An excerpt; the hit share may differ from the screen's.

compound | NTMT1 inh | FH mod
CNC(=O)Oc1ccc2c(c1)[C@]1(C)CCN(C)[C@@H]1N2C | 8%&8%[57.5 µM] | -3%
O=C(Nc1ccc(Cl)cc1)C1CCCN(C(=O)c2cccc(-c3ccco3)c2)C1 (stereo unspecified) | 1%[57.5 µM] | ?
Fc1ccc(CN2CCC(Nc3ccc(C(F)(F)F)nn3)CC2)cc1F | 3%[57.5 µM] | 10%
CCOC(=O)C1=C(C)NC(C)=C(C(=O)OC)C1c1cccc(Cl)c1Cl (stereo unspecified) | 38%[activator][57.5 µM] | ?
O=c1[nH]c2ccccc2c(=O)n1CCCl | ? | 1%[53.3 µM]
CC1OC(OCC2OC(OC3CCC4(C)C(CCC5(C)C4CC=C4C6CC(C)(C)CCC6(C(=O)OC6OC(CO)C(O)C(O)C6O)CCC45C)C3(C)CO)C(O)C(O)C2O)C(O)C(O)C1O (stereo unspecified) | -6%[12.6 µM] | 5%[20.6 µM]
CCOC(=O)[C@H](CCc1ccccc1)N[C@@H](C)C(=O)N1[C@@H](C(=O)O)C[C@H]2CCC[C@@H]21 | -17%[57.5 µM] | -10%[53.3 µM]
COC(=O)CC(O)CC(O)/C=C/c1c(C)ccc2c1C(O)CC(C)C2 (stereo unspecified) | -3%[29.8 µM] | 6%[53.3 µM]
O=c1c(-c2ccc(O)cc2)coc2cc(O[C@@H]3O[C@H](CO)[C@H](O)[C@H](O)[C@H]3O)ccc12 | -23%[57.5 µM] | -5%[53.3 µM]
C[C@H]1CC[C@H]2[C@@H](C=C[C@@](C)(O)[C@]2(C)C(=O)CCO)C1 | -4%[57.5 µM] | 3%
COc1ccc(C2OCC3C(c4cc(OC)c5c(c4)OCO5)OCC23)cc1OC (stereo unspecified) | 1%[29.8 µM] | 7%[53.3 µM]
COC(=O)[C@@H]1CC2=CC(=O)CC[C@]2(C)[C@@]23O[C@@H]2C[C@@]2(C)[C@@H](CC[C@@]24CCC(=O)O4)[C@H]13 | 16% | 6%[53.3 µM]
O=C(Nc1ccc(S(=O)(=O)N2CCOCC2)cc1)c1cc(Cl)ccc1NS(=O)(=O)c1ccc(Cl)s1 | ? | ?
O=C1N=C(O)CN1/N=C/c1ccc(-c2ccc([N+](=O)[O-])cc2)o1 | 29%[57.5 µM] | -10%[53.3 µM]
CC(C)(O)C1CCC(C)(C2CCC3(C)C4CCC5C(C)(C(=O)OC6OC(CO)C(O)C(O)C6O)C(O)CC(O)C56CC46CCC23C)O1 (stereo unspecified) | ? | -1%[20.6 µM]
O=C(C=CC=Cc1ccc2c(c1)OCO2)N1CCCCC1 | 5%[57.5 µM] | 2%[53.3 µM]
CN(C)CCOc1ccc(-c2nc(-c3ccc4c(c3)CC/C4=N/O)c(-c3ccncc3)[nH]2)cc1 | 25µM* | 2%
C=C1CC2OC(=O)C(=C)C2C(OC(=O)/C(C)=C\C)CC2(C)OC1=CC2=O (stereo unspecified) | 9%[29.8 µM] | -1%[53.3 µM]
CO[C@@H](C)Cn1c(=O)n(C)c2cnc3ccc(-c4cncc(C(C)(C)O)c4)cc3c21 | ? | -2%
C[C@H](O)[C@@H]1C(=O)N2C(C(=O)O)=C(S[C@@H]3CN[C@H](CNS(N)(=O)=O)C3)[C@@H](C)[C@@H]12 | -23%[57.5 µM] | -16%[53.3 µM]
CC(CCC1(O)OC2CC3C4CCC5CC(O[C@@H]6O[C@H](CO)[C@@H](O)[C@H](O)[C@H]6O[C@@H]6O[C@@H](C)[C@H](O)[C@@H](O)[C@H]6O)C(O)CC5(C)C4CCC3(C)C2C1C)CO[C@@H]1O[C@H](CO)[C@@H](O)[C@H](O)[C@H]1O (stereo partly specified) | 0%[12.6 µM] | 6%[20.6 µM]
CC(=O)N1c2ccc(-c3ccc(C(=O)O)cc3)cc2C(Nc2ccc(Cl)cc2)CC1C (stereo unspecified) | 1%[57.5 µM] | -5%
COc1ccccc1N1CCN(CC(C(=O)NC(C)(C)C)c2ccccc2)CC1 (stereo unspecified) | 0%[57.5 µM] | 8%
CN(C)CCC(c1ccccc1)c1ccccn1 (stereo unspecified) | ? | 4%
C=CC(=O)Nc1cccc(Oc2nc(Nc3ccc(N4CCN(C)CC4)cc3)ncc2Cl)c1 | ? | -9%
CC(=O)O[C@@H]1[C@H](O[C@@H]2O[C@H](CO)[C@@H](O)[C@H](O)[C@H]2O)[C@@H](O[C@@H]2O[C@@H](C)[C@H](O)[C@@H](O[C@@H]3O[C@H](CO)[C@@H](O)[C@H](O)[C@H]3O)[C@H]2O)[C@H](OC(=O)[C@]23CCC(C)(C)C[C@H]2C2=CCC4[C@@]5(C)C[C@H](O)[C@H](O[C@@H]6O[C@H](C(=O)O)[C@@H](O)[C@H](O)[C@H]6O)[C@@](C)(C(=O)O)C5CC[C@@]4(C)[C@]2(C)CC3)O[C@@H]1C (stereo partly specified) | 3%[6.45 µM] | 0%[13.5 µM]
CC(C)C1NC(=O)C2CCCN2C1=O (stereo unspecified) | -6%[57.5 µM] | 0%
Nc1ccncc1N | 3%[57.5 µM] | 5%[53.3 µM]
Nc1ccc(S(=O)(=O)Nc2ncccn2)cc1 | ? | -3%[53.3 µM]
O=C(O)/C=C/c1cc2c(cc1O[C@@H]1O[C@H](CO)[C@@H](O)[C@H](O)[C@H]1O)OCO2 | -1%[29.8 µM] | 5%[53.3 µM]

Eleven entries from above in another layout.
Values run as follows: NTMT1 inh, FH mod
CNC(=O)Oc1ccc2c(c1)[C@]1(C)CCN(C)[C@@H]1N2C
 : 8%&8%[57.5 µM], -3%
O=C(Nc1ccc(Cl)cc1)C1CCCN(C(=O)c2cccc(-c3ccco3)c2)C1 (stereo unspecified)
 : 1%[57.5 µM], ?
Fc1ccc(CN2CCC(Nc3ccc(C(F)(F)F)nn3)CC2)cc1F
 : 3%[57.5 µM], 10%
CCOC(=O)C1=C(C)NC(C)=C(C(=O)OC)C1c1cccc(Cl)c1Cl (stereo unspecified)
 : 38%[activator][57.5 µM], ?
O=c1[nH]c2ccccc2c(=O)n1CCCl
 : ?, 1%[53.3 µM]
CC1OC(OCC2OC(OC3CCC4(C)C(CCC5(C)C4CC=C4C6CC(C)(C)CCC6(C(=O)OC6OC(CO)C(O)C(O)C6O)CCC45C)C3(C)CO)C(O)C(O)C2O)C(O)C(O)C1O (stereo unspecified)
 : -6%[12.6 µM], 5%[20.6 µM]
CCOC(=O)[C@H](CCc1ccccc1)N[C@@H](C)C(=O)N1[C@@H](C(=O)O)C[C@H]2CCC[C@@H]21
 : -17%[57.5 µM], -10%[53.3 µM]
COC(=O)CC(O)CC(O)/C=C/c1c(C)ccc2c1C(O)CC(C)C2 (stereo unspecified)
 : -3%[29.8 µM], 6%[53.3 µM]
O=c1c(-c2ccc(O)cc2)coc2cc(O[C@@H]3O[C@H](CO)[C@H](O)[C@H](O)[C@H]3O)ccc12
 : -23%[57.5 µM], -5%[53.3 µM]
C[C@H]1CC[C@H]2[C@@H](C=C[C@@](C)(O)[C@]2(C)C(=O)CCO)C1
 : -4%[57.5 µM], 3%
COc1ccc(C2OCC3C(c4cc(OC)c5c(c4)OCO5)OCC23)cc1OC (stereo unspecified)
 : 1%[29.8 µM], 7%[53.3 µM]

(cont.)
compound | NTMT1 inh | FH mod
C/C=C/C=C/[C@@H]1O[C@](O)([C@H](CC)C(=O)NC/C=C/C=C(\C)[C@@H](OC)[C@@H](C)[C@@H]2O[C@H](/C=C/C=C/C=C(\C)C(=O)c3c(O)ccn(C)c3=O)[C@H](O)[C@@H]2O)[C@H](O)[C@H](O)C1(C)C | -8%[12.6 µM] | -10%[20.6 µM]
CC(O)=C(C#N)C(=O)Nc1ccc(C(F)(F)F)cc1 | -13%[57.5 µM] | -1%[53.3 µM]
Cc1cc(=O)oc2c(C=O)c(O)ccc12 | 9%[57.5 µM] | -11%
Nc1ncnc2c1ncn2[C@H]1O[C@H](CO)[C@@H](O)[C@@H]1O | ? | 11%[162 µM]
CC12CC34C=CC(=O)C(C)(CCC(=O)O)C3C(CC1C4)O2 (stereo unspecified) | 3%[57.5 µM] | -1%
O=C(O)[C@H](CC(=O)N1C[C@@H]2CCCC[C@H]2C1)Cc1ccccc1 | 28%[57.5 µM] | 0%[53.3 µM]
CC1OC(OC2C(C)OC(OC3C(OC(=O)C45CCC(C)(C)CC4C4=CCC6C7(C)CCC(OC8OC(C(=O)O)C(O)C(O)C8OC8OC(CO)C(O)C(OC9OC(C)C(O)C(O)C9O)C8O)C(C)(CO)C7CCC6(C)C4(C)CC5)OC(CO)C(O)C3O)C(O)C2O)C(O)C(O)C1O (stereo unspecified) | 4%[6.45 µM] | 8%[13.5 µM]
Fc1ccc2c(CCNCc3cccc(OCC(F)(F)C(F)F)c3)c[nH]c2c1 | ? | -1%
Nc1cccc(S(=O)(=O)N2CCCN(S(=O)(=O)c3ccc4c(c3)OCCO4)CC2)c1 | 7% | 3%[53.3 µM]
O=C(Cc1ccc(-c2ccccc2)cc1)NC1CCC1 | 1%[57.5 µM] | 7%
CN1Cc2cc(C(=O)N3CCC(C4CCNCC4)CC3)ccc2N[C@@H](CC(=O)O)C1=O | ? | -7%[53.3 µM]
O=C(Nc1nc2ccccc2n1CCN1CCOCC1)c1cccc([N+](=O)[O-])c1 | 34%[activator] | 13%
CCc1cccc2c3c([nH]c12)[C@@](CC)(CC(=O)O)OCC3 | -1%[57.5 µM] | -8%
CCCCCCCCCC(=O)N[C@@H](Cc1c[nH]c2ccccc12)C(=O)N[C@H](CC(N)=O)C(=O)N[C@@H](CC(=O)O)C(=O)N[C@@H]1C(=O)NCC(=O)N[C@@H](CCCN)C(=O)N[C@@H](CC(=O)O)C(=O)N[C@H](C)C(=O)N[C@@H](CC(=O)O)C(=O)NCC(=O)N[C@H](CO)C(=O)N[C@@H]([C@@H](C)CC(=O)O)C(=O)N[C@@H](CC(=O)c2ccccc2N)C(=O)O[C@@H]1C | 7%[57.5 µM] | 4%[20.6 µM]
CNC(=O)c1ccccc1Sc1ccc2c(/C=C/c3ccccn3)n[nH]c2c1 | ? | 1%
CC(=O)C1CCC(=O)N1Cc1ccccc1 (stereo unspecified) | 4%[57.5 µM] | 4%
Cc1c(N(C)CS(=O)(=O)O)c(=O)n(-c2ccccc2)n1C | 4%[57.5 µM] | -2%[53.3 µM]
CC(=O)OC12CC(C)C(OC(=O)c3ccccc3)C1/C=C(/C)C(OC(=O)c1ccccc1)CC(=O)C(C)(C)/C=C/C(C)C2=O (stereo unspecified) | -12%[12.6 µM] | 0%[20.6 µM]
CC(c1c[nH]c2ccccc12)C(O)C(=O)O (stereo unspecified) | 4%[57.5 µM] | 0%
CC(C(C)N1CC(=O)NC(=O)C1)N1CC(=O)NC(=O)C1 (stereo unspecified) | -20%[57.5 µM] | 6%[53.3 µM]
C=CC(C)(O)CC[C@@H]1[C@@]2(C)CCCC(C)(C)C2CC[C@@]1(C)O (stereo partly specified) | 7%[57.5 µM] | -9%
CN(C/C=C/C#CC(C)(C)C)Cc1cccc2ccccc12 | 20%[57.5 µM] | -4%[53.3 µM]
CC1OC2O[C@H]3[C@@H](OCC(O)[C@H]3O)OC(=O)C34CCC(C)(C)CC3C3=CCC5C6(C)CC(O)C(OC7OC(CO)C(O)C(O)C7O[C@@H]7OC[C@H](OC(=O)CC(C)(O)CC(=O)OC1C(OC1OCC(O)C(O)C1O)C2O)[C@@H](O)[C@H]7O)C(C)(CO)C6CCC5(C)C3(C)CC4 (stereo partly specified) | 9%[29.8 µM] | 7%[53.3 µM]
C[C@@H]1CC[C@]2(C)C3(C)CC[C@@]2(OC3=O)[C@@]12C[C@H](c1ccoc1)OC2=O | 3%[29.8 µM] | 3%[53.3 µM]
C/C=C/C=C/C(O)=C1/C(=O)[C@]2(C)C3/C(=C(O)/C=C/C=C/C)C(=O)C4(C)C1[C@]1(C)O[C@@]4(O)[C@@]3(C)O[C@@]12O | 4%[29.8 µM] | -1%[53.3 µM]
CC(C)c1ccc(NC(=O)Cn2cnc3c2c(=O)n(C)c(=O)n3C)cc1 | -4%[57.5 µM] | -6%
O=C(O)CCCCCC(=O)NN=C1CCCC1 | 11% | 8%[53.3 µM]
CC1(CO)CCCC2(C)C3COC(=O)C3=CC(O)C12 (stereo unspecified) | 12%[57.5 µM] | 3%
C=C(C)C(=O)O[C@H]1C[C@@](C)(O)C(=O)CC(O)/C(C)=C\[C@H]2OC(=O)C(=C)[C@H]12 (stereo partly specified) | 5%[29.8 µM] | 0%[53.3 µM]
CC1OC(OC2C(OC3C(O[C@H]4CC[C@@]5(C)C(CC[C@]6(C)C5CC=C5C7CC(C)(C)CC(O)[C@]7(C)CC[C@]56C)C4(C)C)OC(C(=O)O)C(O)C3O)OCC(O)C2O)C(O)C(O)C1O (stereo partly specified) | -6%[12.6 µM] | 0%[20.6 µM]
CC(C)(CO)c1cc2cc(NC(=O)C3(c4ccc5c(c4)OC(F)(F)O5)CC3)c(F)cc2n1CC(O)CO (stereo unspecified) | 2%[57.5 µM] | -4%
Cc1cc(CNC(=O)c2cc(C(=O)NCc3ccc(F)c(C)c3)ncn2)ccc1F | 29%[57.5 µM] | -4%
C=C1C(=O)O[C@@H]2/C=C(\CO)CC/C=C(/C=O)C[C@H](O)[C@@H]12 | 17%[57.5 µM] | -2%

Screening data deposited in PubChem BioAssay by National Center for Advancing Translational Sciences (NCATS).
